Assay outcomes (PubChem BioAssay)
HT1080 IDH1KD tx – toxicity to HT-1080 IDH1 knockdown cells (counter line). HT-1080 IDH1 knockdown viability, ATP luminescence, 48 h. Potency, µM (doses to about 46.1 µM), for inactives: top-dose activity, negative = toxicity, usual class: cytotoxic. 360,000 tested, 2% active;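 note: potency is the fitted concentration of half-maximal effect; 0% = DMSO wells and -100% = cell-free medium wells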
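Assay cells: HT-1080 with IDH1 knockdown, 750 per well, RPMI/5% FBS. Exposure: 48 h at 37 °C following 2 h pre-incubation. Read: CellTiter-Glo luminescence; fitted concentration-response, curve class assigned.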
KB-V1 cytotox – KB-V1 MDR subline cytotoxicity; 400,000 tested, 3.4% active; KB-V1 MDR cells viability, CellTiter-Glo, 72 h; AID 1347076; Potency, µM (titrated, usually from 46.1 µM), without a hit: at the top dose activity change, negative = cytotoxicity, actives largely listed as cytotoxic; note: potency is the fitted concentration of half-maximal effect; % is set by controls: 0 for no effect and ±100 for the full control effect; nearly all actives have a fitted effect of over 60% in size
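In this primary screen, KB-V1 cells overexpressing P-gp are incubated with library compounds (lowest to highest concentration) for 72 h at 37 degrees C before a luminescent ATP viability read.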
SW480 rereplic – inducers of DNA re-replication in SW480 colon cancer cells; SW480 DNA re-replication, Hoechst DNA content imaging, 48 h; Potency, µM (doses to about 46.1 µM), without a hit: top-dose re-replication activation, actives largely listed as activators; 340,000 tested, 1.8% active; AID 624297; note: potency is the fitted concentration of half-maximal effect; % of control where 0% means no effect; nearly all actives have a fitted effect of over 55% in size
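Quantitative HTS format with DMSO vehicle controls; 48 hr drug incubation at 37 C, then 40 min Hoechst staining and scanning imager measurement at 405 nm excitation.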
KB-3-1 cytotox – KB-3-1 parental cell cytotoxicity. Potency, µM (series often up to 46.1 µM), for the others: at the top dose activity change, negative = cytotoxic, actives largely listed as cytotoxic. AID 1347075. KB-3-1 viability, CellTiter-Glo ATP luminescence, 72 h. 400,000 tested, 1.4% active; note: potency is the fitted concentration of half-maximal effect; % is set by controls: 0 for no effect and ±100 for the full control effect; nearly all actives have a fitted effect of over 60% in size
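Parental KB-3-1 adenocarcinoma cells in phenol-red-free DMEM with 10% FBS were pin-treated with compounds at several concentrations, incubated 72 h at 37 °C, and viability read by CellTiter-Glo luminescence; concentration-effect curves were fitted after normalization.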
HT1080NT lethal – kills 2HG-producing HT-1080-NT fibrosarcoma cells | HT-1080-NT fibrosarcoma viability, CellTiter-Glo ATP luminescence, 48 h | Potency, µM (titrated, usually from 46.1 µM), inactives show at the top dose activity, negative = less viability, actives largely listed as cytotoxic | 360,000 tested, 1.6% active | AID 686970;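 note: NT is the 2HG producing partner of a matched IDH1 knockdown line; potency is the fitted concentration of half-maximal effect; 0% = DMSO-treated cells and -100% = media-only wells without cells; nearly all actives have a fitted effect of over 55% in size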
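A 48-hour cytotoxicity screen used HT-1080-NT cells plated 2 hours before compound delivery. ATP-based CellTiter-Glo luminescence measured viability, normalized to DMSO and no-cell controls.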
WRN inhibitor – inhibitors of human WRN helicase | WRN helicase unwinding, fluorescent forked duplex, kinetic | 360,000 tested, 0.46% active | Q14191 | Potency, µM (series often up to 114 µM), for inactives: at the top dose activity change, negative = inhibition, hits mostly inhibitors; note: potency is the fitted concentration of half-maximal effect; % is set by controls: 0 for no effect and ±100 for the full control effect; nearly all actives have a fitted effect of over 55% in size
Target sequence (Q14191 whole entry, looked up): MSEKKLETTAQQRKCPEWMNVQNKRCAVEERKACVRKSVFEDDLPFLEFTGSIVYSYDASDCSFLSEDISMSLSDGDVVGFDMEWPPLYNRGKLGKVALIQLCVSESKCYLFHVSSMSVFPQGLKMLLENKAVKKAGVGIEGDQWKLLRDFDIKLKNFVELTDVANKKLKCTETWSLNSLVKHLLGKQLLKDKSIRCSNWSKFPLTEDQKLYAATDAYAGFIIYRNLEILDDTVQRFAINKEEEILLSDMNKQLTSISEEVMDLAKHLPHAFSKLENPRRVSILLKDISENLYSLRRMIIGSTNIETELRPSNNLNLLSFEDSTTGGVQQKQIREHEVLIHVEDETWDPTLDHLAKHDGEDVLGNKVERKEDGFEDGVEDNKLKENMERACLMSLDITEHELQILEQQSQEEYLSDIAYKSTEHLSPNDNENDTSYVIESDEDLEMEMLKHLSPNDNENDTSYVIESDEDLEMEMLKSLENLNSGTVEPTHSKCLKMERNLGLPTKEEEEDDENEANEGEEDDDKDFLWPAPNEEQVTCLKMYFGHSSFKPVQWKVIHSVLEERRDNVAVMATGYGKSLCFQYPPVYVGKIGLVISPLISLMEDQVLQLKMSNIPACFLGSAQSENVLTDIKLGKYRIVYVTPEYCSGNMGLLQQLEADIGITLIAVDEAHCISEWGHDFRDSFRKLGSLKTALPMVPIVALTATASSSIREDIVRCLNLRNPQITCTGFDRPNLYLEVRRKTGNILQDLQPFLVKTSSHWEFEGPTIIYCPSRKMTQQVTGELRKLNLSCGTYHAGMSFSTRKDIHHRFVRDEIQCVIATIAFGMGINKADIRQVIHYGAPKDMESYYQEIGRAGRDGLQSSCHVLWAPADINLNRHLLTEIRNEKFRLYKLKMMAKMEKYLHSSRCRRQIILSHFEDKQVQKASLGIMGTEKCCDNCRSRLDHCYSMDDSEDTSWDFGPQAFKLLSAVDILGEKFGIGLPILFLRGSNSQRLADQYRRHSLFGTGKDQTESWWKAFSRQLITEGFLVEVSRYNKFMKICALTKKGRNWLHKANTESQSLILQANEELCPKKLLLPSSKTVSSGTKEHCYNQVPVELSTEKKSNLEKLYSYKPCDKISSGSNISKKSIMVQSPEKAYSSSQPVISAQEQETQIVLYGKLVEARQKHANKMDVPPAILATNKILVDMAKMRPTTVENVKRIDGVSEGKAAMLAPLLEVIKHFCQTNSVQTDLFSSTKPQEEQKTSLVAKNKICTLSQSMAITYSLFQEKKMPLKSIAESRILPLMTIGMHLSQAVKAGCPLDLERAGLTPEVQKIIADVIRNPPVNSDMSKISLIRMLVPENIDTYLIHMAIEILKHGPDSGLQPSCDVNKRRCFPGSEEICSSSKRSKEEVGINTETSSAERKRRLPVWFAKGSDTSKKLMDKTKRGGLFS
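Enzyme (20 nM final) and test compound sit together 15 min at room temperature before substrate addition. Substrate is a single-forked duplex oligonucleotide (100 nM) labelled with fluorophore and quencher, with 2 mM ATP; helicase unwinding raises red fluorescence, read kinetically.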
ATXN2 expr inh – ATXN2 expression inhibition; HEK-293 ATXN2-luciferase reporter, luminescence, 24 h; Potency, µM (series often up to 57 µM), for the others: top-dose activity change, negative = inhibition, actives largely listed as inhibitors; 360,000 tested, 0.72% active; note: potency is the fitted concentration of half-maximal effect; % is set by controls: 0 for no effect and ±100 for the full control effect; nearly all actives have a fitted effect of over 55% in size
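ATXN2-luciferase reporter cells (luciferase flanked by upstream and downstream ATXN2 gene portions) were treated 24 h at 37 °C with compounds at up to 57 uM. SteadyGlo luminescence gave expression; GF-AFC fluorescence gave viability.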
IL-1B inflam inh – inhibitors of inflammasome signaling (IL-1 beta secretion) | THP-1 LPS/ATP IL-1B secretion, AlphaLISA, 16 h; stronger effect = lower value | activity change, % at 57.5 µM | 360,000 tested, 4.7% active; in the data active = activity change below about -50%; inconclusive = mostly about -30% to -49%; note: % is set by controls: 0 for no effect and ±100 for the full control effect
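THP-1 cells pretreated 1 hr with compounds (up to 57.5 uM final), then stimulated with LPS (250 ng/mL final) plus ATP (1.25 mM final); secreted IL-1B measured by AlphaLISA after 16 hr, decreased signal indicating inhibition.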
MCF10A rereplic – DNA re-replication induction in MCF 10a cells. Potency, µM (highest dose often 46.1 µM), for inactives: at the top dose activity, positive = re-replication, hits mostly activators. MCF 10A DNA re-replication, Hoechst nuclear intensity, 48 h. 350,000 tested, 2.9% active; note: potency is the fitted concentration of half-maximal effect; % of control where 0% means no effect; nearly all actives have a fitted effect of over 50% in size
Numbers without * were called inactive; ? = inconclusive; · = not tested or not shown; [ ] = another dose, or the depositor's remark. Unless noted, calls come from the whole dose curve; as a rule, active = well fitted curve in the direction sought with a large enough effect; inconclusive = small, poorly fitted or top-dose-only effect, or another doubt; inactive = no such curve, though single readings can be large; an effect the other way counts as inactive or inconclusive.

SMILES	HT1080 IDH1KD tx	KB-V1 cytotox	SW480 rereplic	KB-3-1 cytotox	HT1080NT lethal	WRN inhibitor	ATXN2 expr inh	IL-1B inflam inh	MCF10A rereplic
O=[N+]([O-])c1cccc(/C=N/Nc2nc(N3CCOCC3)nc(N3CCOCC3)n2)c1	-0.9%	-0.5%	-0.2%	0.1%	0.7%	-17.4%	-0.1%	-0.8	0.9%
Cc1c(NS(=O)(=O)c2cccc(C(=O)N3CCC(C(N)=O)CC3)c2)c(=O)n(-c2ccccc2)n1C	0.5%	12.1%	1.7%	9.5%	11.9%	-6.6%	1.4%	17.9	0.1%
O=C(NCCC1=CCCCC1)C1CCN(S(=O)(=O)N2CCOCC2)CC1	-3.6%	-1.1%	-1.6%	-5.1%	-17.5%	-9.0%	4.6%	6.9	-27.7%
Cc1ccc(Sc2ncnc3onc(C)c23)c(C)c1	-1.1%	5.1%	14.8%	-1.5%	-4.2%	4.0%	·	-24.3	15.7%
COC(=O)[C@H](CCSC)NC(=O)Nc1ccc(C(C)C)cc1	-7.2%	?	0.8%	-4.1%	17.7%	1.4%	20.7%	-13.8	0.6%
Cc1c(NC(=O)/C=C/c2cn(-c3ccccc3)nc2-c2ccc(F)cc2)c(=O)n(-c2ccccc2)n1C	-0.4%	-11.5%	18.4%	?	-6.3%	1.0%	-10.7%	-6.7	18.4µM*
CCOC(=O)c1c(C)[nH]c(N=Nc2ccc(C)cc2C)c1C	-1.0%	?	0.1%	-11.6%	-4.7%	-7.0%	40.5%[activator]	?	?
Cc1noc(C)c1COc1ccc(C(=O)N2CCC(C(N)=O)CC2)cc1	13.3%	25.8%	-7.5%	-19.4%	4.8%	-0.4%	8.9%	21.7	-1.9%
O=[N+]([O-])c1ccccc1/C=C/C=N/n1c(-c2ccc(Cl)cc2)n[nH]c1=S	10.0%	17.7%	-4.6%	8.1%	6.5%	-6.7%	-0.6%	20.9	-0.8%
O=C(COc1ccc(C(=O)Nc2ccc(Cl)cc2)cc1)NCc1ccccc1	-26.6%	?	?	-16.4%	-27.8%	-27.1%[57.1 µM]	-29.1%	13.2	?
C=C1C(=O)N(C)CCC1C(CC)C(=O)OC (stereo not drawn)	18.5%	3.6%	·	2.7%	1.0%	-7.4%	·	-27.7	·
O=C(Nc1ccc2c(c1)OCCO2)NC1(C(F)(F)F)Oc2ccccc2O1	-9.6%	-2.0%	-6.4%	-7.1%	-10.6%	-3.4%	-20.7%	53.1	6.2%
COc1ccc(NC(=O)CN(C)C(=O)c2cc(C3CC3)nn2-c2ccccc2)cc1	-4.1%	-6.6%	-8.4%	21.0%	-10.1%	2.7%	-12.4%	0.0	0.4%
CCN(CC)CCNc1nc(-c2ccc(OC(F)F)cc2)c(C)s1	-22.4%	-16.7%	11.4%	-10.3%	?	-1.1%	-20.6%	?	-5.2%
O=C(O)CSCC(=O)NCc1c(Cl)cccc1Oc1ccccc1	1.0%	16.9%	1.4%	?	18.5%	-4.0%	5.8%	26.1	-0.5%
COc1ccccc1Nc1nc(NCCO)nc(N2CCCC2)n1	·	-13.8%	-7.4%	0.0%	·	·	-3.0%	·	-6.4%
CCc1nc2c(OCc3ccc(C(F)(F)F)cc3)cccn2c1N(C)C(=O)C(C)C	-11.1%	-9.0%	·	-0.3%	-11.8%	-1.8%	?	-23.3	·
CN(C)CCCNCCCNC(=O)/C=N/O	-18.5%	-2.0%	-14.2%	2.9%	5.9%	-1.1%	4.3%	9.2	?
O=C(OCc1ccccc1)N1CCC2CC1c1c(-c3ccc(C(F)(F)F)cc3)cccc12 (stereo not drawn)	5.2%	0.0%	-52.9%[inhibitor]	0.0%	5.4%	-1.6%	5.9%	-18.9	-4.6%
O=C(NC(c1ccccc1)c1ccccc1)N1CCOCC1	14.5%	-11.8%	-3.9%	2.4%	18.5%	2.7%	-15.9%	-18.9	2.5%
COc1ccc(NC(=O)CSc2nnc(-c3ccccc3C)n2N)cc1OC	-1.7%	29.0%	0.8%	2.1%	5.4%	10.5%	2.7%	1.1	4.6%
COc1ccc(OCc2nnc(SCC(=O)N3CCCCC3)o2)cc1	-4.6%	-1.1%	-4.2%	-0.5%	0.0%	6.0%	15.3%	1.1	-2.3%
COc1cc(C#Cc2c(-c3cncn3C)n(C)c3ccc(-c4cnc(OC)nc4)cc23)cc(OC)c1	?	?	?	?	?	-0.9%	20µM*	-58.3*	?
O=C(NCc1cccnc1)Nc1cccc(Cl)c1Cl	0.4%	-15.6%	14.1%	-9.2%	-3.3%	7.6%	25.4%	-7.4	6.5%

Limited to HT1080 IDH1KD tx, IL-1B inflam inh and WRN inhibitor, for two of the compounds above:
canonical_smiles,HT1080 IDH1KD tx,IL-1B inflam inh,WRN inhibitor
O=C(NC(c1ccccc1)c1ccccc1)N1CCOCC1,14.5%,-18.9,2.7%
COc1ccc(NC(=O)CSc2nnc(-c3ccccc3C)n2N)cc1OC,-1.7%,1.1,10.5%

Going on with the list:
SMILES	HT1080 IDH1KD tx	KB-V1 cytotox	SW480 rereplic	KB-3-1 cytotox	HT1080NT lethal	WRN inhibitor	ATXN2 expr inh	IL-1B inflam inh	MCF10A rereplic
O=C(NCCCN1CCOCC1)/C(=C/c1ccco1)NC(=O)c1ccccc1	13.1%	?	-36.7%[inhibitor]	-3.5%	11.2%	5.2%	-5.0%	-0.4	-11.2%
O=C(NC1CCCCCCC1)C1CCN(c2nc3ccccc3o2)CC1	-29.8%	2.31µM*	0.2%	18.4µM*	?	-12.8%	?	-18.6	-2.6%
O=C(NCCCCNC(=O)c1ccc(Br)s1)c1ccc(Br)s1	7.5%	-27.8%	-2.6%	-13.5%	-4.5%	-0.8%	-22.3%	12.3	19.8%
CCNC(=S)NNC(=O)c1csc2ccccc12	?	?	-2.0%	?	-20.2%	-3.5%	1.6%	-16.3	2.0%
CSc1ncnc2ncn(C)c12	14.0%	9.9%	-9.3%	0.9%	9.1%	-7.4%	4.3%	13.1	-6.2%
O=c1oc2c3c4c(cc2s1)CCCN4CCC3	0.4%	0.7%	-1.6%	-20.8%	3.2%	?	-2.3%	-7.9	-1.2%
CCOc1ccc(C(=O)Nc2ccc(S(=O)(=O)NCC3CCCO3)cc2)cc1OCC (stereo not drawn)	-12.9%	·	-2.9%	·	-8.1%	?	-1.8%	1.8	-0.6%
CCN1CCCC1CN(Cc1cc2ccc(C)cc2[nH]c1=O)C(=S)Nc1ccccc1OC (stereo not drawn)	?	-6.8%	?	?	?	-1.8%	-3.2%	-12.1	?
Nc1nnnn1/N=C/c1cc(Cl)cc(Cl)c1OCc1ccc(Cl)cc1Cl	12.6%	-16.6%	-5.8%	-5.1%	16.9%	-24.9%	?	9.8	1.2%
O=Cc1sc([O-])nc1-[n+]1ccc2ccccc2c1	3.3%	-13.5%	-3.1%	2.4%	0.4%	-15.8%	0.0%	8.3	5.8%
Cc1cn([C@H]2C[C@H](O)[C@@H](CCC(=O)NC(c3ccccc3)c3ccccc3)O2)c(=O)[nH]c1=O	4.1%	0.0%	-9.2%	0.0%	10.1%	-2.4%	3.4%	0.0	8.3%
COc1ccc(OC)c(CNC(=O)CCCc2cn(C)c3ccccc23)c1	0.4%	-15.9%	-2.3%	-9.7%	9.0%	0.0%	-3.3%	-14.4	4.3%
Cc1ccc(/C=c2/sc3nnc(-c4ccccc4Cl)n3c2=O)o1	0.7%	-21.4%	-1.6%	14.9%	7.3%	?	-3.1%	0.1	0.4%
O=C(Oc1cccnc1)c1cc(S(=O)(=O)N2CCCCC2)ccc1Cl	8.9%	2.6%	2.7%	1.6%	8.7%	-0.9%	-0.6%	154.3	?
O=C(CCCc1ccccc1)Nc1cccc([N+](=O)[O-])c1	-0.2%	26.2%	-13.5%	3.9%	6.5%	-1.3%	·	-14.1	10.4%
COc1ccc(-c2cc(C(=O)Nc3ccccc3O)c3ccccc3n2)cc1OC	3.1%	?	?	1.1%	-3.0%	-14.6%	-9.7%	20.9	9.8%
CNC(=S)n1cnc(N)n1	2.0%	-5.9%	2.5%	-0.1%	-5.5%	-9.3%	·	-1.5	1.6%
O=C(Nc1ccc(F)cc1)C1CCN(c2ncnc3c2nc2n3CCCCC2)CC1	1.6%	-24.3%	1.2%	-14.7%	0.0%	4.7%	·	-1.1	11.5%
COc1cc(CCNc2ccc3nnc(-c4ccccc4)n3n2)cc(OC)c1OC	-13.6%	?	1.8%	0.0%	-3.8%	3.9%	-15.0%	28.0	1.2%
CC(C)c1ccc(/C=N/NC(=O)CC(=O)NC2CCCCC2)cc1	-5.1%	-2.4%	-15.2%	27.7%	-1.0%	-4.9%	-34.0%	33.1	-6.5%
COc1ccc(-c2sc3ccc(OC)cc3c2-c2ccc(OC)nc2)cc1	-1.4%	5.2%	10.4%	-24.6%	-12.3%	-1.2%	-10.4%	-3.0	?
CCCCN1C2=NCCCN2c2cc(C)c(C)cc21	3.0%[9.24 µM]	?	-2.0%	0.0%	-11.5%	4.8%	-32.8%	-3.0	0.1%
Cn1nc(CC(=O)N2CCN(c3ccccc3)CC2)c2ccccc2c1=O	6.1%	-24.4%	5.2%	-6.0%	12.4%	-11.6%	-36.3%	44.6	-0.7%
c1ccc(Cn2ccc(-c3cnc(-c4ccccc4)s3)n2)cc1	-12.7%	-4.4%	0.1%	-8.9%	-10.1%	-18.1%	55.5%[activator]	-6.6	?
COc1ccc(OCC(O)Cn2ccnc2C)cc1 (stereo not drawn)	10.5%	10.9%	12.7%	16.7%	4.9%	-10.3%	2.5%	-10.9	24.4%
